Compound activity from PubChem.
TDP1 cell noCPT: qHTS for Inhibitors of human tyrosyl-DNA phosphodiesterase 1 (TDP1): qHTS in cells in absence of CPT. DT40 Tdp1-/- hTDP1 cells, no CPT, ATP luminescence, 48 h. Potency, µM (doses to about 46.2 µM), for inactives: at the highest dose activity change, negative = growth inhibition, hits mostly inhibitors. 15% of 420,000 active. AID 686978, 2013; note: nearly all actives have a fitted effect of over 55% in size
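Seeded 400 DT40-hTDP1 cells/well (vehicle DMSO, no 20 nM CPT); pinned compounds; ≥48 hr at 37 °C; CellTiter-Glo luminescence as viability measure.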
TDP1 block: blocks human tyrosyl-DNA phosphodiesterase 1; recombinant TDP1, AlphaScreen DNA substrate cleavage; Potency, µM (top dose mostly 130 µM), without a hit: at the top dose activity change, negative = inhibition, usual class: inhibitors; 0.28% of 350,000 active; AID 485290; note: nearly all actives have a fitted effect of over 40% in size
Target sequence (Q9NUW8 whole entry, looked up): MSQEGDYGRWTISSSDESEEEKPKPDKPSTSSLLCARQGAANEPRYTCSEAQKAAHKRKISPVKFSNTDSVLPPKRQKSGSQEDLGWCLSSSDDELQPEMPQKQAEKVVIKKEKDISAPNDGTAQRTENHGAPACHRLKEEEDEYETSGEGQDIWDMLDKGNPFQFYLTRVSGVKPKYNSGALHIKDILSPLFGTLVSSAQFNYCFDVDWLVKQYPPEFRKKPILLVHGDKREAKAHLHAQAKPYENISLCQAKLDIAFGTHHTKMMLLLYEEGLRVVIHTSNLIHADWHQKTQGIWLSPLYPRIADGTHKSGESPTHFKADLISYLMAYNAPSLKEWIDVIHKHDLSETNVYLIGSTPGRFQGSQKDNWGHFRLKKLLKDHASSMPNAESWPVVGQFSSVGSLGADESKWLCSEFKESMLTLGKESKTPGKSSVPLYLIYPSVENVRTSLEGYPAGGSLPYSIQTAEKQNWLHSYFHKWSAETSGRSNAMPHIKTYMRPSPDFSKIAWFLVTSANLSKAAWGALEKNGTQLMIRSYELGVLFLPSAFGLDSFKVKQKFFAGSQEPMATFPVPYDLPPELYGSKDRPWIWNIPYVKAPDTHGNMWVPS
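E. coli-derived human Tdp1, 1 nM final. Cpd preinc 15 min RT; substrate 15 nM final, 5 min RT; AS bead mix 10 ug/ml final, 10 min RT. Signal loss = tyrosine-FITC cleavage. No-enzyme wells = max signal.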
DT40 TDP1 CPT: DT40-hTDP1 cell growth loss with CPT. chicken DT40 Tdp1-/-;hTDP1 cells + 20 nM CPT, ATP luminescence, 48 h. Potency, µM (doses to about 46.2 µM), for inactives: top-dose activity change, negative = growth inhibition, actives largely listed as inhibitors. 12% of 420,000 active; note: nearly all actives have a fitted effect of over 55% in size
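Chicken DT40 Tdp1-/- cells complemented with human TDP1, 400 cells/well, exposed to compounds plus 20 nM camptothecin for at least 48 h at 37 C; viability read as ATP content by CellTiter-Glo luminescence.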
Numbers without * were called inactive; ? = inconclusive; nt = no result given; & = joins results of further samples; [ ] = another dose, or the depositor's remark. Calls come from the whole dose curve; as a rule, active = well fitted curve in the direction sought with a large enough effect; inconclusive = small, poorly fitted or top-dose-only effect, or another doubt; inactive = no such curve, though single readings can be large; an effect the other way counts as inactive or inconclusive. % is set by controls: 0 for no effect and ±100 for the full control effect; potency is the fitted concentration of half-maximal effect.

cpd | SMILES | TDP1 cell noCPT | TDP1 block | DT40 TDP1 CPT
1 | CCc1cccc(C)c1NC(=O)CCOc1ccccc1 | 2% | nt | 5%
2 | COCC1CCN(Cc2c(C(=O)N3CCN(C4CCCCC4)CC3)nc3ccccn23)C1 (stereo not drawn) | 9% | -1% | -7%
3 | O=S(=O)(c1ccc(F)cc1)N1CCN(c2nc(-c3ccccc3)nc3ccccc23)CC1 | 13µM* | 1% | ?
4 | O=C(C1=C(O)C(=O)N(CC2CCCO2)C1c1ccccc1[N+](=O)[O-])c1ccco1 (stereo not drawn) | -20% | nt | 12%
5 | O=C(Nc1ccccc1)N1CCCN(Cc2ccccc2F)C1 | ? | 0% | ?
6 | COc1ccccc1/C=N/NC(=O)CCSc1ccccc1 | 3% | 6% | 0%
7 | CCOc1ccc(/C=C/C(=O)N(CC)CC(=O)Nc2ccc3c(c2)OCCO3)cc1OC | -21% | -5% | -19%
8 | COc1ccc(C(=O)NCC(=O)OCC(=O)N2CCC(C)CC2)cc1OC | -15% | 0% | 15%
9 | Cc1ccc(CNC(=O)COC(=O)c2cncc(Br)c2)cc1 | -18% | 4% | 3%
10 | CCOc1ccc(OCCC(=O)OCC(=O)Nc2ccc(N3CCOCC3)cc2)cc1 | ? | 0% | ?
11 | C/C=C(/C)C(=O)Nc1cccc(C2=NOC3(C2)C[C@@H](C(N)=O)N(C(=O)CCCCC)C3)c1 (stereo partly drawn) | -12% | -1% | -2%
12 | CN(C(=O)CN1C(=O)S/C(=C\c2ccc(F)cc2)C1=O)C1CCS(=O)(=O)C1 (stereo not drawn) | -14% | 2% | -13%

Profiles, quoted from the list. Order of values: TDP1 cell noCPT	TDP1 block	DT40 TDP1 CPT
`C/C=C(/C)C(=O)Nc1cccc(C2=NOC3(C2)C[C@@H](C(N)=O)N(C(=O)CCCCC)C3)c1` (stereo partly drawn) as listed: -12%	-1%	-2%
`CCOc1ccc(OCCC(=O)OCC(=O)Nc2ccc(N3CCOCC3)cc2)cc1` as listed: ?	0%	?
`CCc1cccc(C)c1NC(=O)CCOc1ccccc1` as listed: 2%	nt	5%
`O=S(=O)(c1ccc(F)cc1)N1CCN(c2nc(-c3ccccc3)nc3ccccc23)CC1` as listed: 13µM*	1%	?

Remaining list, next part:
cpd | SMILES | TDP1 cell noCPT | TDP1 block | DT40 TDP1 CPT
13 | CCc1ccc2c(c1)C(NC(C)=O)C(=O)N2CCN1CCOCC1 (stereo not drawn) | 1% | nt | 17%
14 | COc1ccc(-c2noc(-c3ccc(N4CCOCC4)c([N+](=O)[O-])c3)n2)cc1 | -1% | 0% | -15%
15 | CCOC(=O)C(NC(=O)c1ccc(OC)cc1)(OCC1(CC)COC1)C(F)(F)F (stereo not drawn) | -20% | 8% | -16%
16 | Cc1cccc(OCC(=O)OC(C)C(=O)Nc2ccc(S(=O)(=O)N3CCCCC3)cc2)c1 (stereo not drawn) | -21% | 7%[0.505 µM] | -15%
17 | COc1ccccc1N(CC(=O)NC1CCCC1)C(=O)CCC(=O)Nc1cc(C)on1 | -5% | 0% | -27%
18 | COc1ccc2oc(C(=O)OCC(=O)N(C)c3c(N)n(Cc4ccccc4)c(=O)[nH]c3=O)c(C)c2c1 | ? | nt | ?
19 | COc1ccc(-c2noc(CCCC(=O)Nc3ccc(C(N)=O)cc3)n2)cc1OC | -7% | 5% | 4%
20 | COc1ccccc1OCC(=O)n1cc(C(=O)c2cc(Cl)cc(Cl)c2O)cn1 | 1% | 5% | -7%
21 | CCNC(=O)/C(C#N)=C/c1c(N2CCN(c3ccc(OC)cc3)CC2)nc2c(C)cccn2c1=O | 21µM* | nt | ?
22 | Cc1scc(C(=O)NNC(=S)NC(C)c2ccccc2)c1C (stereo not drawn) | 21µM* | -3% | 16µM*
23 | O=C(CCN1CCc2ccccc2C1)Nc1ccccc1F | -15% | 5% | -3%
24 | CCOc1ccccc1CNn1nnnc1N | -13% | 3%[56.1 µM] | 10%
25 | O=C(C[C@H]1C/C=C\CC[C@H](Cc2ccc(F)cc2)C(=O)OC[C@H]2CCCN2C1=O)N[C@@H](CO)Cc1ccccc1 | 15µM* | 0% | ?
26 | NC(=O)c1ccc(NC(=O)CSc2nnc(C3CC3)n2C2CC2)cc1 | -1% | -7% | 10%
27 | O=C(N/N=C1/C(=O)c2cccc3cccc1c23)c1ccc(Cl)cc1 | 4.6µM* | nt | 4.1µM*
28 | CCSc1nc2ccccc2n1CCC(=O)O | -2% | 1% | -16%
29 | CN1CCN(C(=S)c2ccc(-c3cc(Cl)ccc3Cl)o2)CC1 | ? | 8% | ?
30 | O=C(NCCc1ccc(Cl)cc1)c1ccc(CSCc2cccc(Cl)c2)o1 | ? | -5% | ?
31 | CCC(C)(C)C(=O)Nc1cc([N+](=O)[O-])ccc1F | -2% | 1% | 3%
32 | CC(C)C(OC(=O)C1=Cc2ccccc2OC1)C(=O)NC1CCCC1 (stereo not drawn) | ? | 5% | ?
33 | CO/N=C/Cc1c([N+](=O)[O-])c(C)nn1C | -13% | 3% | -3%
34 | Cc1ccc(CNC(=O)CCc2c(C)nn(-c3ccc(N4CCCCC4)nn3)c2C)cc1 | ? | 6% | ?
35 | Cc1ccc(-c2cc(-c3ccccc3)c(C#N)c(Br)n2)cc1 | ? | -3% | -9%
36 | COc1ccc(-c2cc(OC(=O)c3cccc(C)c3)c3c(C)oc(C)c3c(=O)c2)cc1 | ? | 10% | ?
37 | Cc1ccc(C)c(S(=O)(=O)N2CCCC2CNC(=O)C(=O)NC2CCCCCC2)c1 (stereo not drawn) | 23µM* | 1% | ?
38 | Cc1cc(NC(=O)CSCC(=O)N2CCN(c3ccccc3)CC2)no1 | -19% | 1% | 11%
39 | Cc1cc(N)ccc1-c1cc2ccccc2oc1=O | -23% | nt | ?
40 | O=C(CNC1CCCCC1)Nc1ccc(Cl)cc1 | -29% | nt | -11%
41 | CN(C)S(=O)(=O)c1ccc2oc(SCC(=O)NCC(F)(F)F)nc2c1 | -3% | -4% | 2%
42 | CCCC(=O)Nc1ccc(-c2ccc(NC(=O)CCC)cc2)cc1 | -16% | 3% | -12%
43 | CCOC(=O)C1CCCN(C(=O)CSc2nnnn2C)C1 (stereo not drawn) | -4% | 0% | -1%
44 | CC(C)c1nc(Cl)c(C#N)c2c1COC(C)(C)C2 | -28% | 3% | -18%
45 | CCOC(=O)c1c(NC(C)=O)c2c3c(sc2n1Cc1nc(-c2ccc(Cl)cc2)oc1C)CCCC3 | -21% | -5% | ?
46 | Cc1nc(NC(=O)c2cccnc2Cl)sc1C | ? | nt | -2%
47 | Cc1cc([N+](=O)[O-])ccc1NC(=O)C(C)N1CCN(c2ccccn2)CC1 (stereo not drawn) | ? | -1% | -26%
48 | COc1ccc(Cc2nnc(SC)n2-c2ccc(F)cc2)cc1OC | -11% | nt | -30%
49 | CCc1nc2ccccc2c(C(=O)OCC(=O)N2CC(C)OC(C)C2)c1C (stereo not drawn) | ? | nt | ?
50 | COc1ccc(N(C)S(=O)(=O)c2cccc(C(=O)OC(C)C(=O)NC3CCCCC3C)c2)cc1 (stereo not drawn) | ? | nt | ?
51 | COc1ccccc1CCNC(=O)CCn1c(=O)c2cccn2c2ccc(F)cc21 | 12µM* | 3%&4% | 23µM*
52 | Cc1csc2ncc(C(=O)NCc3ccco3)c(=O)n12 | -28% | 45µM* | 3%
53 | COc1cccc(CN2c3ccccc3-c3nc(SCC(=O)Nc4cccc(C)c4)ncc3S2(=O)=O)c1 | ? | 4% | ?
54 | O=C(COc1ccccc1F)NCCc1ccc2c(c1)OCCO2 | ? | 1% | -25%
55 | Cn1c(=O)c2sccc2n2c(CCC(=O)NCc3ccc(Cl)cc3)nnc12 | ? | 1% | ?
56 | Cc1cc(C)nc(NCCC(=O)O)n1 | 10% | 0% | 3%
57 | Cc1ccc(NC(=O)COC(=O)c2cccc(S(=O)(=O)N3CCCCCC3)c2)cc1 | -7% | nt | -14%
58 | COc1ccc(OC)c(/C=C/c2ccc3ccccc3[n+]2C)c1 | 2µM* | nt | 2µM*
59 | Cc1ccc(-c2cc(C(=O)N/N=C/c3ccoc3)c3ccccc3n2)cc1 | ? | 2% | ?
60 | CC1(C)CC(=O)C=C(c2cn[nH]n2)C1 | -21% | nt | 0%

Some of the entries above in another layout.
[59] Cc1ccc(-c2cc(C(=O)N/N=C/c3ccoc3)c3ccccc3n2)cc1
  TDP1 cell noCPT: ?
  TDP1 block: 2%
  DT40 TDP1 CPT: ?

[60] CC1(C)CC(=O)C=C(c2cn[nH]n2)C1
  TDP1 cell noCPT: -21%
  TDP1 block: nt
  DT40 TDP1 CPT: 0%

(more compounds)
cpd | SMILES | TDP1 cell noCPT | TDP1 block | DT40 TDP1 CPT
61 | N#Cc1ccc(/C=C/C(=O)c2ccco2)cc1 | 10µM* | -3% | 9.2µM*
62 | CN(Cc1ccco1)S(=O)(=O)c1nnc(NC(=O)c2ccccc2)s1 | ? | 0%&0% | ?
63 | Cc1ccc2c(c1)N(C(=O)NC1CCCCC1)C(C)(C)CC2C (stereo not drawn) | ? | 3% | -26%
64 | O=C(NCCCC1CCCC1)C1CCC(=O)N(Cc2ccc(Cl)cc2)C1 (stereo not drawn) | ? | -3% | ?
65 | COc1cc(/C=N/NC(=O)c2ccoc2C)cc(OC)c1O | 9% | 3% | 0%
66 | CCOC(=O)N1CCN(C(=O)C(C)(C)Oc2ccc(Cl)cc2)CC1 | -24% | 2% | ?
67 | COc1ccc(NC(=O)C2CCN(S(=O)(=O)c3ccc(OC)c(OC)c3)CC2)cc1 | -18% | 5% | 1%
68 | CC(C)(C)C(=O)COC(=O)c1ccc(N)c([N+](=O)[O-])c1 | 9% | 9% | 18%
69 | COCCNC(=S)N/N=C(\C)c1ccc(OC(F)F)cc1 | 3% | nt | 16µM*
70 | Cc1cc(NCCCN2CCOCC2)n2ncc(-c3ccccc3)c2n1 | ? | 2% | ?
71 | NC(=O)c1cc2c3ccccc3ccn2c1-c1ccccc1 | 0.21µM* | 10% | 0.18µM*
72 | CC(C)Oc1nc(-c2ccccc2Cl)nc2ccccc12 | 15µM* | -6% | ?
73 | COc1cccc2c(=O)c(C(=O)NCCc3ccccc3)c[nH]c12 | ? | nt | 8%
74 | CCN(CC(=O)NCc1ccc2c(c1)OCO2)S(=O)(=O)c1ccc(F)cc1 | 3% | 2% | -1%
75 | CC(C)N1CCC(N2CCN(Cc3cnc(-c4ccccc4)s3)CC2CCO)CC1 (stereo not drawn) | -6% | nt | 1%
76 | O=C1N[C@H](Cc2ccccc2)COC(=O)[C@H](Cc2ccc(F)cc2)CC/C=C/C[C@H]1CC(=O)N(CCO)Cc1ccccc1 | 23µM* | 0% | ?
77 | Cc1ccc(NC(=O)C(Cc2ccccc2)NS(=O)(=O)c2ccc3c(c2)oc(=O)n3C)cc1C (stereo not drawn) | 5% | 6% | 9%
78 | O=C(NCc1ccncc1)C12CC3CC(CC(C3)C1)C2 | -9% | 5% | 10%
79 | CCc1ccc2occ(CC(=O)Nc3ccc(C)c(C)c3)c2c1 | 13µM* | -7% | ?
80 | Cc1nn(CC(C)C)c(Cl)c1C(=O)NCC1CCCO1 (stereo not drawn) | -1% | nt | -9%
81 | Cc1csc2nc(COC(=O)c3ccc(NC(=O)COc4ccccc4F)cc3)cc(=O)n12 | 18µM* | -1% | 18µM*
82 | CC(C)OC(=O)CSc1nc(N)c(C#N)cc1C#N | ? | -8% | 1%
83 | C=CCOC(=O)C1=C(C)NC(=O)NC1C1CC=CCC1 (stereo not drawn) | -13% | 0% | -6%
84 | CC(=O)c1cn(CC(=O)Nc2ccc(C)cc2C)c2ccccc12 | 5.8µM* | -3% | 5.2µM*
85 | CC1(COS(N)(=O)=O)CCCCC1 | -19% | nt | 0.46µM*
86 | Cc1cc(C)n(C(=O)CCNC(=O)c2ccccc2Cl)n1 | -12% | 0% | 3%
87 | COc1cccc(/C=C/C(=O)OCC(=O)NC(=O)NC2CCCC2)c1 | -18% | 0% | -4%
88 | Cc1cccc(-c2noc(CN(C(=O)c3ccc(Br)o3)C(C)C)n2)c1 | -9% | -5% | ?
89 | C/C(=N\NC(=O)COc1c(C)cccc1C)c1cccs1 | -28% | 0% | -5%
90 | CN(C(=O)c1ccc(OC2CCN(C(=O)c3cccnc3)CC2)cc1)C1CCCCC1 | ? | 5% | ?
91 | COc1ccc(-c2csc(N3CCN(C(=O)c4ccco4)CC3)n2)cc1 | ? | 5% | ?
92 | CCOC(=O)c1sc2nc(C)nc(SCC(=O)N(C)C3CCS(=O)(=O)C3)c2c1C (stereo not drawn) | 2% | 6% | ?
93 | O=S1(=O)N[C@H](Cc2ccccc2)COc2cccc(N3CCN(Cc4ccccc4F)CC3)c21 | ? | nt | ?
